Bioassay records from PubChem BioAssay.
Ba/F3 V617F tox – loss of viability in JAK2V617F-driven Ba/F3 cells | Ba/F3 EpoR-JAK2V617F viability, ATP luminescence | inhibition, % at 5.6 µM | 220,000 tested, 1.1% active | AID 1446;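 active means inhibition above the campaign mean plus 3 SD over all tested compounds, cut at about 24% in these data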;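 further: cytokine-independent growth of Ba/F3 cells driven by EpoR plus mutant JAK2; 0% = DMSO-treated cells and 100% = JAK inhibitor I control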
Runt-CBFb FRET – blocks binding of human RUNX1 Runt domain to CBFb; Cerulean-Runt/Venus-CBFb FRET ratio 530/480, 1 h; inhibition, % at 20 µM; 220,000 tested, 0.46% active; AID 1496;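 active means inhibition over about 50% at 20 µM in the single-dose screen, limit read from the data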;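 further: 0% = DMSO wells and 100% = excess unlabeled CBFb competitor control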
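test system = Cerulean-Runt domain fusion protein, energy donor | probe or stimulus = Venus-CBFb binding partner, 100 nM | incubation = two 1 h room-temperature incubations shielded from light | detection = fluorescence energy transfer, 422 nm excitation, 530/480 nm emission | measure = loss of energy transfer signal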
BaF3 parental – reduces parental Ba/F3 cell viability, JAK2V617F counter-screen; AID 1486; 220,000 tested, 1.1% active; inhibition, % at 5.6 µM; CellTiter-Glo ATP luminescence;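 active means inhibition above a per-campaign cutoff, the mean inhibition of all tested compounds plus 3 SD, cut at about 27% in these data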;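 further: 0% = DMSO wells and 100% = JAK Inhibitor I control wells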
S1P4 antag – blocks the human S1P4 receptor; S1P4-expressing cells, antagonist mode, reporter read-out; AID 1510; O95977; inhibition, % at 4.98 µM; 220,000 tested, 0.26% active; in the data active means inhibition above about 29%;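 further: 0% = wells stimulated with agonist and 100% = vehicle wells without agonist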
NPY2 pot ag – potentiators or agonists of human neuropeptide Y receptor Y2; 220,000 tested, 0.45% active; P49146; AID 1359; activation, % at 3.6 µM; cells expressing NPY-Y2, potentiator/agonist read-out; in the data active means activation above about 27%;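 further: cells stimulated with NPY near EC25 plus isoproterenol at EC100; 0% = vehicle plus submaximal agonist and 100% = vehicle plus saturating agonist; some results beyond the cut were filed as inactive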
Target sequence (P49146 whole entry, looked up): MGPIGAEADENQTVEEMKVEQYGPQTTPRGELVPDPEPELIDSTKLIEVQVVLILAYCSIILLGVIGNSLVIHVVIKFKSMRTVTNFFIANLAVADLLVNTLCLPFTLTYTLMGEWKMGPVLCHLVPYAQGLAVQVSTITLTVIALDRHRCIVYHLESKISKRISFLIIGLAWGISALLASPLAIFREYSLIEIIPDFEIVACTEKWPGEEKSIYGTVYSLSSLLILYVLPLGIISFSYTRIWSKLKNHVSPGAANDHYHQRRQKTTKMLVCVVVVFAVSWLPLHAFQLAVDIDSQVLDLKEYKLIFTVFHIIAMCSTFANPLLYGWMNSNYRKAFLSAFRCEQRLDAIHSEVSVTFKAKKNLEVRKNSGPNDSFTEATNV
NPY1 pot ag – human NPY-Y1 potentiation or agonism, primary screen | P25929 | NPY-Y1 expressing cells, potentiator/agonist activation | activation, % at 3.6 µM | AID 1304 | 220,000 tested, 0.37% active; in the data active means activation above about 33%, passing the limit was not always enough;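 further: cells stimulated with NPY at EC10 then isoproterenol at EC100; 0% = low agonist plus stimulus and 100% = saturating agonist plus stimulus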
Target sequence (P25929 whole entry, looked up): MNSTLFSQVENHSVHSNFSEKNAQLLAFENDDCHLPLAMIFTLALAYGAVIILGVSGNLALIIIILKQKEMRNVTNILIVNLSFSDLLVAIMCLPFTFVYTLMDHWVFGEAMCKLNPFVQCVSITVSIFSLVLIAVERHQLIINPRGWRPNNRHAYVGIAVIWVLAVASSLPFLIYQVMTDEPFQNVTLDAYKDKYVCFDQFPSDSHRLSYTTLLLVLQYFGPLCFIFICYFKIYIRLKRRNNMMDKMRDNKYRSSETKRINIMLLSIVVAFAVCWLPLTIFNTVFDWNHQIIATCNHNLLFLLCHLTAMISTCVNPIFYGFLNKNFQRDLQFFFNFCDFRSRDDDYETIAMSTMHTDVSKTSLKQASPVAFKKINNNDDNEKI
RBBP9 inh – human RBBP9 hydrolase inhibition; recombinant RBBP9, FP-Rh probe fluorescence polarization; 220,000 tested, 0.2% active; inhibition, % at 7.94 µM; AID 1515;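 active means inhibition above the campaign mean of all tested compounds plus 3 SD, cut at about 14% in these data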;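 further: plate controls were DMSO wells with RBBP9 for no effect and wells lacking RBBP9 protein for full effect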
Target sequence (O75884 whole entry, looked up): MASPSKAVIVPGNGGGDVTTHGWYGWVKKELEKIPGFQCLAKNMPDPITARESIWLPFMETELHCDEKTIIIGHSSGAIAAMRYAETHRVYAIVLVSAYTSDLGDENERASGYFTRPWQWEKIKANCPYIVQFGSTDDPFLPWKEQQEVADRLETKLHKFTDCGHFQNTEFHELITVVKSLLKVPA
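Assay system: recombinant human RBBP9; Reagent: Serine-hydrolase probe FP-Rh, 375 nM pre-mixing; Doses: 7.94 µM single dose, 0.794% DMSO; Incubation: 30 min then 45 min, 25 °C; Detection: fluorescence polarization (mP), excitation 525 nm, emission 598 nm; Evaluation: percent inhibition from mP, scaled between DMSO and no-protein wells.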
S1P4 agonist – human S1P4 receptor agonism; O95977; S1P4-expressing cell line, agonist reporter assay; activation, % at 4.98 µM; 220,000 tested, 0.35% active; AID 1509; in the data active means activation above about 11%;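 further: 0% = DMSO vehicle and 100% = reference agonist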
NPY Y1 blocker – NPY-Y1 (human) receptor antagonism | P25929 | HEK293-CNG Y1 cells, membrane potential fluorescence; NPY at EC95, then isoproterenol | inhibition, % at 3.6 µM | 200,000 tested, 1% active | AID 1040;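 active means inhibition above the campaign mean inhibition of all tested compounds plus 3 SD, cut at about 20% in these data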;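 further: 0% = DMSO wells given NPY plus isoproterenol and 100% = isoproterenol alone without NPY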
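Test system: HEK293 cells co-expressing NPY Y1 receptor and cyclic-nucleotide gated channel; Also added: NPY (25 nM), isoproterenol (1 µM), Ro 20-1724 (25 µM); Compound dosing: one concentration, 3.6 µM, in 0.4% DMSO; Timing: dye 3 h, compound 60 min room temperature, stimulation 45 min; Technique: Membrane-potential fluorescent dye readout.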
* hit, by the source's call; nt = no result given. The order is random; about 3.6% have a hit in one of these screens.

SMILES	Ba/F3 V617F tox	Runt-CBFb FRET	BaF3 parental	S1P4 antag	NPY2 pot ag	NPY1 pot ag	RBBP9 inh	S1P4 agonist	NPY Y1 blocker
COc1ccc(CC(=O)OCC(=O)Nc2ccc3c(c2)OCO3)cc1OC	1	-2	7	-21	7	2	-5	2.8	4
CCOC(=O)c1cnc2c(c(C)nn2CC)c1NCCN1CCOCC1	3	4	13	0	-6	3	2	-0.4	7
CCn1ncc(C2=NOC(C(=O)Nc3ccc4c(c3)OCO4)C2)c1C (centres undefined)	-3	3	2	-19	11	12	4	0.5	-2
O=C(O)[C@@H]1[C@@H]2C[C@@H]2CN1c1ncccc1[N+](=O)[O-]	2	19	3	-3	7	15	0	0.7	3
C=CCn1c(SCC(N)=O)nnc1-c1cc(Br)ccc1O	3	3	3	-3	1	-43	-12	-1.1	-5
CCOC(=O)CCCn1nc(C)n2c(cc3sccc32)c1=O	1	-1	5	0	-6	-37	4	1.3	6
COc1ccc2[nH]c3c(NCCN4CCCCC4)ncnc3c2c1	6	0	3	2	5	-12	-5	-1.2	2
COc1cc(S(=O)(=O)N(C)C)ccc1F	-4	0	1	-15	20	11	-5	2.8	-3
O=C(CCOc1ccccc1)Nc1cccc(S(=O)(=O)Nc2ccccc2Cl)c1	-5	-4	2	-22	-8	19	-7	-2.0	-2
CSc1nc2c(c(=O)[nH]1)C(c1cccc(Cl)c1Cl)CC(=O)N2 (centres undefined)	-3	1	2	2	-5	2	-5	1.2	-2
COc1ccc(OCC(=O)Nc2ccc(N3CCOCC3)c(Cl)c2)cc1	6	-1	9	-8	-20	-8	-1	1.5	2
Nc1nonc1-c1nc2ccccc2n1Cc1ccccc1	2	-2	9	6	-9	-31	-11	1.8	19
CC1CCCCN1C(=O)c1ccccc1OC1CCN(S(C)(=O)=O)CC1 (centres undefined)	-3	0	1	6	0	-9	1	-1.1	5
CCCOc1cccc(C(=O)NC(=S)Nc2ccccc2)c1	-2	-1	5	-13	-16	7	-4	3.3	15
CCCCCn1c(N)c(-c2nc3ccccc3s2)c2c([N+](=O)[O-])nn(CC)c(=O)c21	-3	0	1	-17	-1	11	3	1.8	0
O=C(OCCC1Oc2cccnc2NC1=O)c1ccc(F)cc1 (centres undefined)	-1	-1	0	-7	-5	-6	-7	2.0	2
CN(C)c1nc(N)nc(CSc2nnnn2C)n1	3	-1	1	1	-3	-20	-5	-1.0	-4
CCCCCC(=O)Nc1nnn(CCC)n1	-2	1	-2	10	-22	13	4	1.5	2
Oc1ccc2cccnc2c1	1	-136	1	-33	1	2	-8	0.5	9
CCOc1ccc(-n2c(-c3ccc(OC)cc3)c[n+]3c2CCCCC3)cc1	97*	2	74*	-62	26	-52	3	0.4	14
COCCn1c(C(C)C)nc2oc3ccccc3c(=O)c2c1=O	-2	-1	7	3	-5	-2	-6	-2.1	2
CCOC(=O)c1c(-c2ccc(C)cc2)csc1NC(=O)C1CC=CCC1C(=O)O (centres undefined)	-4	-3	1	-14	-15	3	5	1.1	0
CCOc1ccccc1NC(=O)CSc1nc2nc(-c3cccs3)cc(C(F)(F)F)c2c(=O)[nH]1	0	-6	1	18	12	16	-21	0.1	nt
CN(C1=NC(=O)C(CC(=O)Nc2ccc(Br)cc2)S1)c1ccc(O)cc1 (centres undefined)	0	1	3	6	31	22	1	-1.7	-15
Cc1cc2c(c(=O)n1CCN(C)C)C(c1ccc(Cl)cc1)C(C#N)=C(N)O2 (centres undefined)	1	0	1	9	4	-3	-4	-0.1	2
(continued)
SMILES	Ba/F3 V617F tox	Runt-CBFb FRET	BaF3 parental	S1P4 antag	NPY2 pot ag	NPY1 pot ag	RBBP9 inh	S1P4 agonist	NPY Y1 blocker
Cn1c(NC(=O)/C=C/c2ccccc2)cc(=O)n(C)c1=O	-2	-1	2	-3	8	-5	-7	-1.8	6
CCN(CC)S(=O)(=O)c1ccc(Cl)c(C(=O)Nc2cc(C)nn2-c2ccccc2C(F)(F)F)c1	0	-4	10	-5	8	14	-2	0.6	4
COc1ccc(NC(=O)NC(C)c2ccncc2)cc1OC (centres undefined)	-4	0	-2	-5	-6	-24	-9	1.8	4
CCCN(CC(=O)Nc1cc(C)on1)S(=O)(=O)c1cccc(C(F)(F)F)c1	-3	-4	5	-7	-8	5	-6	-3.4	-2
O=C(NCc1nc2ccccc2[nH]1)C1=C[C@@H](C2CCCCC2)C[C@@H](OCc2ccc(CO)cc2)O1	2	0	-2	-9	8	-1	-2	-0.2	-3
CCN(CC(=O)NCc1cccs1)c1nnnn1-c1ccccc1	-4	-1	-2	17	-1	-3	-5	-0.2	-2
CC1CCCN(C(=O)Cc2cn(Cc3cccc(Cl)c3)c3ccccc23)C1 (centres undefined)	-1	-1	6	-8	-22	-5	-6	1.5	10
CCCc1[nH]nc2c1C(c1ccc(Br)s1)C(C#N)=C(N)O2 (centres undefined)	6	2	7	26	-8	-13	-30	0.5	69*
Nn1cc(-c2ccccc2)nc1SCC(=O)N1CCN(S(=O)(=O)c2ccccc2)CC1	4	0	10	-5	5	-11	-7	0.2	10
Cc1noc(C)c1S(=O)(=O)N1CCC(C(=O)N2CCN(C3CCCC3)CC2)CC1	-3	-1	-3	-1	22	24	-6	0.4	5
N#Cc1ccc(N2CCc3ccccc3C2)c([N+](=O)[O-])c1	4	10	11	3	-16	-35	2	1.2	10
O=C(Nc1nc2ccc(F)cc2s1)c1cccc(S(=O)(=O)N2CCc3ccccc32)c1	-3	-3	3	-11	14	10	-8	-0.3	-3
CCOC(=O)C1=NN(C(=O)c2ccc(C)cc2)C(O)(c2ccc(Cl)cc2)C1 (centres undefined)	-3	0	0	-4	-13	-2	-2	-1.4	2
S=C(Nc1ccccc1)N1CCN(C(=S)Nc2ccccc2)CC1	5	-2	7	-5	-4	-15	-13	0.6	1
CSc1nsc(N/N=C/c2ccc3c(c2)OCO3)c1C#N	2	14	0	-7	-1	11	-3	-0.8	-3
O=C(NCC(F)(F)F)Nc1nnc(C(F)(F)F)s1	-5	-1	-1	-2	0	-2	0	-2.8	3
CCCN1C(=O)/C(=C2/C=Cc3ccccc3N2CC)SC1=S	1	-6	6	-11	11	31	-6	0.5	-8
O=C(Cc1ccc(Br)cc1)Nc1ccc(Cl)cc1	0	-2	2	-19	-5	20	-7	0.1	1
Cc1cc2c(c(=O)o1)C1(C(=O)N(C)c3ccccc31)C(C#N)=C(N)O2 (centres undefined)	-2	-4	6	-9	11	10	-7	0.4	4
C1CCN(Cc2nnnn2C2CCCC2)CC1	3	-1	5	-13	-1	-5	-2	-1.4	-1
O=C1CCCC/C1=C/Nc1cccc(C(F)(F)F)c1	-1	4	5	-4	0	-1	-6	-0.8	7
COc1ccc(N(C(=O)c2cc3ccccc3oc2=O)C2C=CS(=O)(=O)C2)cc1 (centres undefined)	-2	-1	1	9	0	9	-8	1.4	5
COCc1c(Br)c(C)nc(OCC(=O)N/N=C/c2ccco2)c1C#N	0	-2	3	-13	5	4	-8	1.1	4
CC[n+]1c(/C=C(\C)OC)sc2ccccc21	-1	20	9	-4	-8	4	-12	-0.4	0
CCOc1ccnc(OCC)c1Br	1	-3	3	-8	7	1	-14	1.2	1

Next section (three carried over from the part before).
SMILES	Ba/F3 V617F tox	Runt-CBFb FRET	BaF3 parental	S1P4 antag	NPY2 pot ag	NPY1 pot ag	RBBP9 inh	S1P4 agonist	NPY Y1 blocker
COCc1c(Br)c(C)nc(OCC(=O)N/N=C/c2ccco2)c1C#N	0	-2	3	-13	5	4	-8	1.1	4
CC[n+]1c(/C=C(\C)OC)sc2ccccc21	-1	20	9	-4	-8	4	-12	-0.4	0
CCOc1ccnc(OCC)c1Br	1	-3	3	-8	7	1	-14	1.2	1
N/C(=N\OC(=O)Cc1ccccc1[N+](=O)[O-])c1cccnc1	-1	28	6	-8	6	-6	5	-0.8	5
COc1ccc(NC(=O)c2cc(-c3ccccc3)nc3c2c(C)nn3-c2ccccc2)c(OC)c1	4	-2	8	-8	-2	-13	-2	24*	1
Clc1cccc(OCCn2cncn2)c1Cl	0	-3	-1	3	10	-16	0	0.3	3
CO/N=C(\N)c1nonc1N	5	1	-2	-2	-18	6	-5	-0.1	nt
N=c1n(CCO)c2ccccc2n1CCOc1ccc(Cl)cc1Cl	4	4	6	6	-12	-12	-11	-5.5	11
COc1ccc(Nc2cc(C)nc(N3CCOCC3)n2)cc1	-2	0	2	17	3	-27	-8	-0.9	3
CCCC(C)C(=O)Nc1ccc(Cl)cn1 (centres undefined)	2	0	6	-24	0	-23	-7	-0.9	6
COc1ccc(OCC(O)CNCCNc2nccc(C(F)(F)F)n2)cc1 (centres undefined)	-1	0	1	-9	9	-12	-1	1.8	nt
CCCNC(=S)Nc1ccc(Br)cc1	-3	-1	6	8	2	-1	-8	-1.9	3
CCOC(=O)CSC1=C(C#N)C(c2ccc(C)s2)CC(=O)N1 (centres undefined)	81*	-2	77*	-17	-15	-8	3	0.7	3
CCOC(=O)C1=C(C)OC(N)=C(C#N)C1c1cccc(C)c1 (centres undefined)	-4	1	2	-6	-1	9	-10	0.5	2
C=C(C)C1CC=C(C)/C(=N/NC(=O)c2ccc(NC(=O)CC)cc2)C1 (centres undefined)	2	0	4	-18	-7	-9	-9	1.2	2
CC(C)(C)NC(=O)c1cccc(NC(=O)c2ccc(NC(=O)c3ccco3)cc2)c1	-3	-3	0	-13	-1	-25	-2	-2.2	-2
CC1=CC(C)(C)N2C(=O)C3(C(C#N)=C(N)OC4=C3C(=O)CC(C)(C)C4)c3cccc1c32 (centres undefined)	-2	0	1	-3	-2	-9	-3	-4.0	-2
CCN(c1ccccc1)S(=O)(=O)c1ccc(Cl)c(C(=O)O)c1	-1	0	2	10	11	1	-4	-0.3	5
COc1ccc(C)cc1N(C(=O)COc1ccccc1)c1nc2ccccc2s1	-3	0	3	10	-4	-21	-8	-1.5	3
O=C(CN1C(=O)COc2ccccc21)N1CCCc2ccccc21	-3	2	-3	-5	10	-5	-6	1.8	0
COc1ccccc1OCC(=O)NCCNC(=O)COc1ccccc1OC	3	0	6	-2	-23	12	-7	0.1	3
COc1cc([N+](=O)[O-])ccc1NC(=S)Nc1cc(C(=O)OC(C)C)cc(C(=O)OC(C)C)c1	-3	-2	3	-5	10	20	1	-0.7	-3
CCOC(=O)N/N=C/c1c[nH]c2ccccc12	-2	-1	1	23	-2	3	-10	-0.4	0
COc1ccc(N=N/C(=C\O)C(=O)c2cccs2)cc1	-2	-8	2	-17	11	26	0	1.8	-5
Cc1onc(-c2ccccc2)c1C(=O)N(Cc1ccccn1)Cc1ccccn1	-3	0	0	-5	9	8	-7	0.7	nt
